# Source: PubChem (National Center for Advancing Translational Sciences (NCATS))
# aSyn yeast rescue: qHTS of alpha-syn Inhibitors: NCGC Sytravon Library Screen; 0.02% of 94,000 active; S. cerevisiae alpha-synuclein toxicity rescue, BacTiter-Glo growth, 24 h; Potency, µM (doses to about 46.1 µM), for the others: top-dose growth rescue (activation), hits mostly activators; active = well fitted activation curve with a large enough effect; note: 0% is about no effect
#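 Growth restoration measured by BacTiter-Glo luminescence after 24 hr at 30 deg C; alpha-synuclein yeast, raffinose-pregrown to mid-log, were added at OD600=0.02 in galactose medium onto pinned compounds.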
# Active calls of the source: *; & = joins results of further samples; [ ] = another dose, or the depositor's remark. Potency is the fitted concentration of half-maximal effect.
SMILES,aSyn yeast rescue
Cc1ccc2scc(N3CCc4ccccc4C3)c(=O)c2c1,-2.3%
CC1(C)CC(=O)c2c(oc3c(Cl)cc(NS(=O)(=O)c4ccc(Br)cc4)cc23)C1,4.6%
CCOc1ccc(CN(C)C(=O)CNC(=O)C2CCCCC2)cc1OC,-4.9%
O=C(O)C(c1ccccc1)N1C(=O)/C(=C/c2cccs2)SC1=S (configuration not stated),-11.1%
COc1ccc(Br)c(C(=O)NCC2CCCCC2)c1,4.3%
Cc1cccc(Cn2c(SCc3ccc(C(=O)NCc4ccccc4F)cc3)nc3cccnc32)c1,-7.1%
Cc1ccn2c(Nc3ccc4c(c3)OCO4)c(-c3ccc(N(C)C)cc3)nc2c1,0.3%
CNc1c(NC(=O)c2cc(OC)cc(OC)c2)c(=O)oc2ccccc12,-0.3%
Cn1c(=O)c2c(nc(Cc3ccc(N)cc3)n2C)n(C)c1=O,5.8%
Cc1cccc(NC(=O)Nc2ccc(S(N)(=O)=O)cc2)c1,1.7%
CCc1ccc[n+](-c2[nH]c(=O)sc2/C=N/N=C(\N)[O-])c1,3.1%
COc1ccc(NC(=O)c2ccc(NC(=O)c3nc4nc(C)cc(C)n4n3)cc2)cc1,-0.9%

# Sorted by length of the SMILES (lowest first): part of the list above
SMILES,aSyn yeast rescue
COc1ccc(Br)c(C(=O)NCC2CCCCC2)c1,4.3%
Cc1ccc2scc(N3CCc4ccccc4C3)c(=O)c2c1,-2.3%
Cc1cccc(Cn2c(SCc3ccc(C(=O)NCc4ccccc4F)cc3)nc3cccnc32)c1,-7.1%

# (continued)
SMILES,aSyn yeast rescue
O=C(CN1C(=O)NC2(CCCC2)C1=O)Nc1ccccc1C(F)(F)F,3.2%
O=C1CN(C(=O)Cc2ccc(F)cc2)C(c2ccccc2)c2cc(Br)ccc2N1 (configuration not stated),5.5%
O=C(COc1ccc(S(=O)(=O)N2CCOCC2)cc1)NC1CC1,-0.2%
Cc1[nH]nc(Nc2ccc(C(C)C)cc2)c1[N+](=O)[O-],-10.8%
O=C(Nc1nc2n(n1)C(c1ccc(F)cc1)C=C(c1ccc(Cl)cc1)N2)c1ccco1 (configuration not stated),3.8%
COc1ccccc1-c1nc2c(c(SCc3cc(C)ccc3C)n1)Cc1c(CO)cnc(C)c1O2,-2.0%
CC(=O)Nc1nonc1-c1nnc(SCC(=O)Nc2ccc(C)c(Cl)c2)n1C,6.2%
Cc1ccc(NC(=O)CN(C)C(=O)c2cccc(S(=O)(=O)NCc3ccccc3)c2)cc1,5.1%
Cc1nc(-c2ccc(S(=O)(=O)Oc3ccccc3Cl)s2)cs1,-6.6%
COC(=O)c1ccc(NC(=O)CSc2ccc(-c3cccs3)nn2)cc1,-5.3%
Cc1ccc(-n2nc(C(=O)Nc3ccc(C)c(F)c3)c(=O)n(C)c2=O)cc1,5.0%
OC1CCCN(CC(O)COc2ccc(-c3ccccc3)cc2)C1 (configuration not stated),-11.3%
O=C(Cc1ccsc1)N1CCN(S(=O)(=O)c2cccc(F)c2)CC1,1.4%
COc1cc(OC)cc(C(=O)Nc2cc(-c3nc4ccccc4[nH]3)ccc2C)c1,-45.9%[inhibitor]
COC(=O)c1cc(S(=O)(=O)NCC2CCN(Cc3ccc(F)cc3)CC2)cn1C,-10.8%
COc1ccc(OCc2nnc(SCc3ccc(C(=O)O)cc3)o2)cc1,12.6%
COc1cc(/C=C/c2nc(C#N)c(NC3CCCCC3)o2)cc(OC)c1OC,-9.9%
CCc1cccc(C)c1NC(=O)Cn1ccn(-c2ccc(F)cc2)c(=O)c1=O,5.0%
COc1ccc(C)cc1NC(=O)Cn1nc(N2CCN(c3ccccc3OC)CC2)ccc1=O,-4.9%
Cc1nn(-c2ccccc2)c2c1N(CCCC(=O)NCc1ccc(OC(C)C)cc1)C(=O)CS2,-10.2%
COc1cc(NC(=O)CSc2nc3c(c(=O)[nH]2)CCCC3)cc(OC)c1OC,-13.3%
O=C(O)c1ccc(COc2ccccc2/C=C2\NC(=O)N(Cc3ccccc3)C2=O)cc1,-4.1%
COC(=O)Nc1nnc(-c2ccco2)s1,-11.1%
Cc1cc(C)cc(NC(=O)Cc2ccc(NC3=NC4CS(=O)(=O)CC4S3)cc2)c1 (configuration not stated),8.7%

# Reprinted from the part before: two compounds; new compounds follow.
SMILES,aSyn yeast rescue
COC(=O)Nc1nnc(-c2ccco2)s1,-11.1%
Cc1cc(C)cc(NC(=O)Cc2ccc(NC3=NC4CS(=O)(=O)CC4S3)cc2)c1 (configuration not stated),8.7%
Cc1ccc(Nc2ccc(N)cc2S(=O)(=O)O)cc1,-5.3%
C=CCc1c(C)nc2nc(SCC(=O)Nc3cccc(Cl)c3)nn2c1C,1.7%
C=Cc1ccc(Cn2c(C(=O)O)c(CNCc3ccccc3)c3ccc(C)cc32)cc1,-30.1%[inhibitor]
COc1cc(C2C(C(=O)c3ccc(C)o3)=C(O)C(=O)N2c2cc(C)on2)cc(OC)c1OC (configuration not stated),-1.0%
COc1cc(OC)cc(C(=O)NCC(c2cccs2)S(=O)(=O)c2ccc(F)c(C)c2)c1 (configuration not stated),-1.7%
COc1ccc(-c2csc(NC(=O)CSc3nc4ccccc4c(=O)[nH]3)n2)cc1,-5.7%
CSc1ccccc1C(=O)OCC(=O)NC1CCCCCCC1,7.4%
CCn1c(C(=O)N2CCC(C(=O)NCCCSC3CCCCC3)CC2)cc2sccc21,-0.7%
CSc1ccc(CNC(=O)CCn2ccc3cc(S(=O)(=O)N4CCC(C)CC4)ccc32)cc1,6.7%
Cc1cc([N+](=O)[O-])ccc1NC(=O)COc1nsnc1N1CCOCC1,5.6%
Cc1ccccc1NC(=O)C(C)n1c2ccccc2c2nc(=O)cc(C)n21 (configuration not stated),-10.2%
CCOC(=O)CSc1c(-c2cccs2)[nH]c2ccccc12,-9.2%
COC(=O)Cn1cc(/C=C/c2cc[n+](C)cc2)c2ccccc21,9.0%
Cc1nc2cc(NCc3ccccc3O)ccc2n1Cc1ccccc1,1.1%
O=C1Cc2ccccc2C(=O)N1c1cccc(Cl)c1,-3.1%
CC1=Nc2cc(C(=O)NC3CCCCC3)ccc2Sc2ccc(Cl)cc21,0.8%
CCOC(=O)N1CCN(S(=O)(=O)N2CCCC(C(=O)NCc3cc(OC)ccc3OC)C2)CC1 (configuration not stated),4.0%&-4.8%
CC1=C(C(=O)Nc2ccc(Cl)cc2)C(C(C)C)n2nc(SCc3cccc(C)c3)nc2N1 (configuration not stated),1.5%
O=C(COc1ccccc1[N+](=O)[O-])Nc1ccc(NC(=O)c2cc3ccccc3o2)cc1,11.6%
O=C1Nc2ccccc2N(O)N1c1ccc(Cl)c(Cl)c1,6.0%
CSc1ncc(Cl)c(C(=O)N(C)c2ccccc2)n1,-3.6%
O=C(c1ccc2ccccc2c1)N1CCCCC1,2.0%
COc1ccc(C(=O)OC(C)C(=O)NC(C)CCc2ccccc2)c(OC)c1 (configuration not stated),-6.2%
Cn1c(=O)c(=O)n(C)c2cc(S(=O)(=O)CCC(=O)Nc3ccc(F)cc3)ccc21,0.4%&0.8%

# Grouped by structure, the compounds so far containing a furan ring, fused or not.
SMILES,aSyn yeast rescue
CC1(C)CC(=O)c2c(oc3c(Cl)cc(NS(=O)(=O)c4ccc(Br)cc4)cc23)C1,4.6%
O=C(Nc1nc2n(n1)C(c1ccc(F)cc1)C=C(c1ccc(Cl)cc1)N2)c1ccco1 (configuration not stated),3.8%
COC(=O)Nc1nnc(-c2ccco2)s1,-11.1%
COc1cc(C2C(C(=O)c3ccc(C)o3)=C(O)C(=O)N2c2cc(C)on2)cc(OC)c1OC (configuration not stated),-1.0%
O=C(COc1ccccc1[N+](=O)[O-])Nc1ccc(NC(=O)c2cc3ccccc3o2)cc1,11.6%

# New compounds follow.
SMILES,aSyn yeast rescue
COc1cc(NC(=O)c2cc3c(s2)-c2ccccc2OC3)cc(OC)c1OC,3.0%
O=C(OCC(=O)c1ccc[nH]1)c1ccc(S(=O)(=O)C(F)F)cc1,4.4%
Cc1cc(N2C(=O)C(O)=C(C(=O)c3cccs3)C2c2cccc(Br)c2)no1 (configuration not stated),4.7%
Cc1ccn2c(=O)cc(CSc3nnc(NC(=O)c4ccccc4Cl)s3)nc2c1,0.8%
CCN1CCN(C(c2cccs2)C(C)NS(=O)(=O)c2ccccc2)CC1 (configuration not stated),4.8%
COc1cccc2sc(NC(=O)c3ccc4c(c3)OCCO4)nc12,5.3%
COc1ccccc1NC(=O)N(C)C[C@@H]1OCc2cnnn2CCCC(=O)N([C@H](C)CO)C[C@H]1C,-6.6%
CCOc1ccccc1Nc1nc2c(S(=O)(=O)c3ccc(C)cc3)nnn2c2ccsc12,-1.3%
CCc1ccc2c(CN3CCOCC3)cc(=O)oc2c1,-3.5%
Cc1ccc(CCNC(=O)c2ccc(Cn3c(=O)c4cccn4c4cccnc43)cc2)cc1,-0.2%
CCOC(=O)c1c(C)[nH]c(C)c1S(=O)(=O)N(C)CC(=O)N1CCN(c2ccccc2OC)CC1,-3.4%
CN(C(=O)COc1ncnc2ccc(Br)cc12)C1CCCCC1,11.4%
N#Cc1ccc(Cl)cc1NC(=O)CNc1cccc(S(=O)(=O)N2CCCC2)c1,4.3%
CCOc1ccc(CNC(=O)CCn2c(=O)c3cccn3c3ccc(F)cc32)cc1,1.7%
CCS(=O)(=O)N1CCCC(C(=O)NCCOC)C1 (configuration not stated),-5.6%
CCOc1ccc(-c2nnc(SCC(=O)NCCc3ccc(OC)c(OC)c3)nc2-c2ccc(OCC)cc2)cc1,-5.6%
CC(C)NC(=O)N1CCN(S(=O)(=O)c2ccc3c(ccn3C)c2)CC1,2.8%
O=C(Nc1sc2c(c1C(=O)NCC(O)CO)CCCC2)c1ccccc1 (configuration not stated),3.1%
Cc1ccc(C)c(NS(=O)(=O)c2ccc(OCC(=O)NCC3CCCO3)cc2)c1 (configuration not stated),0.6%
CCOc1ccccc1NC(=O)COc1coc(CN2CCc3ccccc32)cc1=O,11.1%
Cc1ccc(-c2ccc(C(=O)NCCCNC(=O)c3cnccn3)o2)cc1Cl,7.6%
Cc1c(C)n(Cc2ccc(Cl)cc2)c2ccc(C(=O)NCCc3ccc(S(N)(=O)=O)cc3)cc12,-0.1%
COc1ccccc1N1CCN(C(=O)c2cc(-c3ccc(F)cc3)on2)CC1,6.9%&1.3%
CCN(Cc1ccccc1)C(=O)Cn1c(=O)n(-c2ccccc2)c(=O)c2c1c1cc(C)ccc1n2C,24.2%

# 6 compounds picked at random from those above:
SMILES,aSyn yeast rescue
CCOc1ccc(CNC(=O)CCn2c(=O)c3cccn3c3ccc(F)cc32)cc1,1.7%
CCS(=O)(=O)N1CCCC(C(=O)NCCOC)C1 (configuration not stated),-5.6%
CC(C)NC(=O)N1CCN(S(=O)(=O)c2ccc3c(ccn3C)c2)CC1,2.8%
COc1ccccc1N1CCN(C(=O)c2cc(-c3ccc(F)cc3)on2)CC1,6.9%&1.3%
CCN(Cc1ccccc1)C(=O)Cn1c(=O)n(-c2ccccc2)c(=O)c2c1c1cc(C)ccc1n2C,24.2%
Cc1ccc(-c2ccc(C(=O)NCCCNC(=O)c3cnccn3)o2)cc1Cl,7.6%

# Additional results
SMILES,aSyn yeast rescue
Cc1noc(C)c1S(=O)(=O)N(C)C[C@H]1OCCCC[C@H](C)Oc2ccc(NC(=O)CCCN(C)C)cc2C(=O)N([C@H](C)CO)C[C@@H]1C,-1.4%
COc1cc(NC(=O)Cn2ccn(-c3cc(C)cc(C)c3)c(=O)c2=O)cc(OC)c1,0.0%
CCC1=C(c2ccc(C)cc2)S(=O)(=O)N=C1N1CCC(C(=O)NCc2ccccc2Cl)CC1,-1.5%
CCc1cccc(NC(=O)Cn2cc(C(=O)c3ccncc3)c(=O)c3cc(C)c(C)cc32)c1,-4.3%
COc1ccc(N2CCN(S(=O)(=O)c3c(C)nc4sccn4c3=O)CC2)cc1,11.5%
CC(=O)c1ccc(NC(=O)Cn2ncc3c4ccccc4n(Cc4ccccc4)c3c2=O)cc1,4.2%
CCC(=O)N1c2ccccc2CC1C(=O)NCCCN1CCN(c2ccc(F)cc2)CC1 (configuration not stated),-2.5%
COc1cc(C(=O)Nc2nc3ccc(S(C)(=O)=O)cc3s2)cc(OC)c1C,-5.3%
COc1ccc(-n2nnnc2CNC(=O)C2CC(=O)N(c3ccc(F)cc3)C2)cc1 (configuration not stated),-7.5%
COC(=O)c1cccc(Nc2nn3c(=O)c4cc5c(cc4nc3s2)OCO5)c1,-0.7%
Cc1ccc(C(=O)N[C@H](C(=O)Nc2cc(Cl)cc(Cl)c2)C(C)C)cc1,-2.4%

# Not all compounds are listed; the hit share may differ from the screen's.
